# aSyn 5UTR inh – 5' untranslated region of α-synuclein, MLPCN primary screen. alpha-synuclein 5'UTR reporter, inhibitor activity. inhibition, % (tested at 7.5 µM). 300,000 compounds, 0.82% hits; in the data active = inhibition above about 60%;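 note: H4 neuroglioblastoma cells stably carrying SNCA 5'UTR luciferase fusion; 0% = DMSO wells and 100% = positive control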
# GSK3B inh – human GSK3beta kinase inhibition. activity score (negative = inhibition), % at 10 µM. 300,000 compounds, 0.038% hits. GST-GSK3beta kinase, ADP-Glo luminescence, 60 min; active compounds read low;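 active = more than half of replicate wells score below -50%, meaning over 50% inhibition versus plate controls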;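 note: 0% = median DMSO wells and -100% = median GW8510 positive control wells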
# Target sequence (P49841 whole entry, looked up): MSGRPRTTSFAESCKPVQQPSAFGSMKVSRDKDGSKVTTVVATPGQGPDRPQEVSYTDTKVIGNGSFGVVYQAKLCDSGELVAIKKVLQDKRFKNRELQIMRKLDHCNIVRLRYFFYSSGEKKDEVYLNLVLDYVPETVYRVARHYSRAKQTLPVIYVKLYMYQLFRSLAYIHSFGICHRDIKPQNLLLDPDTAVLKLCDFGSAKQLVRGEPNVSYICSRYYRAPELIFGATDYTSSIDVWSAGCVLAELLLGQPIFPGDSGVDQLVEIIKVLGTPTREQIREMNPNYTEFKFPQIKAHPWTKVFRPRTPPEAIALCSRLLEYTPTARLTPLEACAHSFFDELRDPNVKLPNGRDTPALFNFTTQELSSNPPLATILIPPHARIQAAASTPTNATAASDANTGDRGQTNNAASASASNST
#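 test system = GST-tagged human GSK3beta kinase, cell-free | reagent = 25 µM ATP with peptide substrate | dosing = one dose of 10 µM per compound | schedule = 60 min reaction, RT | detection = luminescent ADP-Glo measurement of ADP formed | control set = DMSO neutral wells and GW8510 at 20 µM as positive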
# HSF-1 act – increases HSF-1 driven luciferase reporter signal; NIH3T3-HGL HSF-1 luciferase reporter, MG132, 8 h; 100% = twice DMSO control signal; activation, % at 9 µM; 300,000 compounds, 1.7% hits; AID 504408;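 active = mean replicate activation of at least 50% with a set share of replicates each reaching 50%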;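 note: 0% = median of the neutral control wells and 100% = twice that signal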
# GSK3 alpha inh – human GSK-3 alpha kinase inhibition. P49840. ADP-Glo luminescence, 60 min. inhibition, % at 10 µM. 320,000 compounds, 0.1% hits;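 in the data active = inhibition above about 50%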;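 note: GST-tagged GSK-3 alpha with peptide substrate and 25 µM ATP; 0% = DMSO neutral wells and 100% = GW8510 positive control wells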
# Target sequence (P49840 whole entry, looked up): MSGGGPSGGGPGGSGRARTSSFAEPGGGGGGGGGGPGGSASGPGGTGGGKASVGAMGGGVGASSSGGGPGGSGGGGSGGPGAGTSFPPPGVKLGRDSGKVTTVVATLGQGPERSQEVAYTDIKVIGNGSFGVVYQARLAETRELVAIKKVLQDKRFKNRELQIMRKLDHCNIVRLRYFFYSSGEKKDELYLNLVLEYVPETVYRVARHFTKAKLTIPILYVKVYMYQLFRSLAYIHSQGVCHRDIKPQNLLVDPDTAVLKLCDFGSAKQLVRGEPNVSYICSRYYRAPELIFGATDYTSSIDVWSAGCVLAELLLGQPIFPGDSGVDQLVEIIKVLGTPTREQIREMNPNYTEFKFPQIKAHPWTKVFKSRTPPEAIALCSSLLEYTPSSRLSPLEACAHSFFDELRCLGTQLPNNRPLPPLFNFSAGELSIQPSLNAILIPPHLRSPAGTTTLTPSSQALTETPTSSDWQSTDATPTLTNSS
# HSF1 inh – HSF1 inhibition | NIH3T3-HGL HSE-luciferase, MG132-induced, luminescence 8 h; active compounds read low | activity change, negative = inhibition, % at 7.5 µM (by protocol) | 300,000 compounds, 0.77% hits;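 active = more than half of replicate wells show activity change below -50%, luminescence cut by over half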;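 note: luciferase reports HSF-1 transcriptional activity via heat shock element; 0% = median of DMSO wells and -100% = zero luminescence signal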
# AI-2 QS mod – modulators of Vibrio harveyi AI-2 quorum sensing system | Vibrio harveyi JMH597 AI-2 luminescence/OD600 ratio, 9 h; active compounds read low; strain lacks LuxN and CqsS sensors; 0 = neutral-control median | activity change, % at 7.5 µM | 300,000 compounds, 0.4% hits; in the data active = activity change below about -75%, passing the limit was not always enough;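 note: luminescence divided by OD600 gain over 9 h not by final OD600 alone; inactives centre near 13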
# HSP90 refold inh – blocks HSP90-mediated luciferase refolding in reticulocyte lysate; Rabbit reticulocyte lysate, luciferase refolding luminescence, 3 h; inhibition, % at 5.6 µM; 290,000 compounds, 0.91% hits;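 active = inhibition above the screen-wide mean plus 3 SD, computed separately per campaign, cut at about 16% in these data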;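 note: 0% = DMSO wells and 100% = 60 µM geldanamycin wells; inhibitors lower the luminescence because luciferase stays unfolded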
# IEC-6 cytotox – counter-screen for KLF5 inhibitors: cytotoxicity in IEC-6 cells; IEC-6 cytotoxicity, luminescence viability; inhibition, % at 5 µM; 290,000 compounds, 0.78% hits; AID 1825; in the data active = inhibition above about 22%;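 note: 0% = plate median of test compound wells and 100% = cytotoxic reference compound wells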
# PolyA inhibitor – yeast polyadenylation inhibition | S. cerevisiae SKY197-pL101 polyadenylation reporter, beta-gal luminescence; efflux-impaired pdr1/pdr3 knockout yeast; score 100 = 6 SD above DMSO | calls only at 12 µM | 300,000 compounds, 0.02% hits | AID 1875;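 active = lowest replicate activity score at least 50, where 100 means six control SD above control mean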;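 note: yeast exposed to compound for 9 h at 30 °C; higher score means more reporter readthrough which indicates perturbed polyadenylation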
# KLF5 inh – inhibitors of KLF5 expression | AID 1700 | DLD-1 KLF5 promoter-luciferase reporter, luminescence | 290,000 compounds, 0.23% hits | inhibition, % at 5 µM;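 active = inhibition above a per-plate limit of that plate's mean compound inhibition plus 3 SD, cut at about 60% in these data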;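 note: 0% = DMSO wells and 100% = LY294002 at 200 µM; higher means less KLF5 promoter-driven luciferase light; inactives centre near -14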
# Numbers without * were called inactive; i = inactive; · = no result given. These rows are one share of the data (hit frequency here may not be typical).
Structure,aSyn 5UTR inh,GSK3B inh,HSF-1 act,GSK3 alpha inh,HSF1 inh,AI-2 QS mod,HSP90 refold inh,IEC-6 cytotox,PolyA inhibitor,KLF5 inh
NC(=O)c1nn(-c2ccccc2)nc1NC(=O)CSc1nnnn1-c1ccc(Cl)cc1,-4,3,-2,1,-2,16,-3,-8,i,-27
Cc1ncc([N+](=O)[O-])n1CCN1C(=O)c2ccccc2C1=O,0,4,-16,1,-3,-5,3,4,i,-8
Nc1nc(-c2ccc(Oc3ccccc3)cc2)cs1,-123,0,3,-2,-2,-95*,3,13,i,-123
O=C(CNS(=O)(=O)c1ccc(Br)s1)NCc1ccc(F)cc1,-5,-3,31,-1,3,-1,5,5,i,5
Cc1csc(NC(=O)c2cc3c(s2)CCCCC3)n1,92*,-1,-2,-1,-6,-9,61*,0,i,72*
O=C(O)/C=C/c1cnn(-c2ccccc2)c1,2,-3,3,·,-15,14,53*,3,i,-54
CSc1ccc(OC2CCN(Cc3ccccc3)CC2)cc1,-3,1,9,-2,11,-2,0,3,i,-19
CCOC(=O)c1[nH]c2ccc(OC)cc2c1NC(=O)CCN1CCCC(C)C1 (stereo unspecified),-19,0,12,0,-2,5,6,0,i,-20
C=CCn1c(O)c(C=Nc2ccc(CN3CCCCC3)cc2)c(=O)[nH]c1=S,-6,4,21,9,1,34,-3,2,i,-5
COc1ccc(C(=O)OC(C(=O)c2ccc(C)cc2)c2ccccc2)cc1 (stereo unspecified),-1,1,14,0,2,0,2,4,i,-8
CC(=O)/C(=N\Nc1ccc(Cl)cc1Cl)Sc1cccc2cccnc12,0,-3,8,-3,0,13,5,2,i,16
C/C(=N\NC1=N[C@H]2CS(=O)(=O)C[C@H]2S1)c1ccccc1,3,-4,-4,0,-14,6,7,-2,i,-85
C=CCN1C(=O)/C(=C2\SC(N3CCOCC3)=NC2=O)c2cc(Br)ccc21,3,-7,0,0,7,5,-1,4,i,-12
COc1ccc(OC)c(S(=O)(=O)Nc2cc3c(cc2N2CCCC2)n(C)c(=O)c(=O)n3C)c1,-18,1,2,0,0,14,0,-6,i,-41
CC(=O)NCCN1C(=O)C2C3c4ccccc4C(c4ccccc43)C2C1=O (stereo unspecified),8,5,0,-2,0,20,-6,-1,i,-9
NC(=O)Cn1cc(C(=O)COc2ccccc2)c2ccccc21,-2,3,3,-4,-4,20,-1,1,i,-6
CCCCc1ccc(N/C(N)=N/c2nc(C)cc(C)n2)cc1,41,-5,-21,-5,-10,14,1,12,i,-3
O=S(=O)(Nc1ccc2c(c1)nc1n2CCN(Cc2ccccc2)C1)c1ccc(Cl)cc1,6,-1,67*,2,35,19,6,-2,i,7
CCC(C(=O)Nc1cccnc1Cl)c1ccccc1 (stereo unspecified),0,-1,11,1,-7,7,0,0,i,-16
O=C(CC1C(=O)NCCN1Cc1ccccc1F)NC1CCCCCC1 (stereo unspecified),-4,1,-57,-2,-43,35,2,2,i,-4

# A different layout for 10 compounds above.
# Values run as follows: aSyn 5UTR inh, GSK3B inh, HSF-1 act, GSK3 alpha inh, HSF1 inh, AI-2 QS mod, HSP90 refold inh, IEC-6 cytotox, PolyA inhibitor, KLF5 inh
- CC(=O)/C(=N\Nc1ccc(Cl)cc1Cl)Sc1cccc2cccnc12
    0, -3, 8, -3, 0, 13, 5, 2, i, 16
- C/C(=N\NC1=N[C@H]2CS(=O)(=O)C[C@H]2S1)c1ccccc1
    3, -4, -4, 0, -14, 6, 7, -2, i, -85
- C=CCN1C(=O)/C(=C2\SC(N3CCOCC3)=NC2=O)c2cc(Br)ccc21
    3, -7, 0, 0, 7, 5, -1, 4, i, -12
- COc1ccc(OC)c(S(=O)(=O)Nc2cc3c(cc2N2CCCC2)n(C)c(=O)c(=O)n3C)c1
    -18, 1, 2, 0, 0, 14, 0, -6, i, -41
- CC(=O)NCCN1C(=O)C2C3c4ccccc4C(c4ccccc43)C2C1=O (stereo unspecified)
    8, 5, 0, -2, 0, 20, -6, -1, i, -9
- NC(=O)Cn1cc(C(=O)COc2ccccc2)c2ccccc21
    -2, 3, 3, -4, -4, 20, -1, 1, i, -6
- CCCCc1ccc(N/C(N)=N/c2nc(C)cc(C)n2)cc1
    41, -5, -21, -5, -10, 14, 1, 12, i, -3
- O=S(=O)(Nc1ccc2c(c1)nc1n2CCN(Cc2ccccc2)C1)c1ccc(Cl)cc1
    6, -1, 67*, 2, 35, 19, 6, -2, i, 7
- CCC(C(=O)Nc1cccnc1Cl)c1ccccc1 (stereo unspecified)
    0, -1, 11, 1, -7, 7, 0, 0, i, -16
- O=C(CC1C(=O)NCCN1Cc1ccccc1F)NC1CCCCCC1 (stereo unspecified)
    -4, 1, -57, -2, -43, 35, 2, 2, i, -4

# Later entries.
Structure,aSyn 5UTR inh,GSK3B inh,HSF-1 act,GSK3 alpha inh,HSF1 inh,AI-2 QS mod,HSP90 refold inh,IEC-6 cytotox,PolyA inhibitor,KLF5 inh
COCCCN(C(=O)CC1OC(=O)c2ccccc21)c1c(N)n(Cc2ccccc2)c(=O)[nH]c1=O (stereo unspecified),-21,-2,-7,2,-1,8,-1,-4,i,-25
C/C(=N/NC(=O)CSc1nc2ccccc2n1C)c1ccncc1,-12,6,8,-2,-2,27,-2,2,i,-8
CCOc1ccc(CN(C)C(=O)c2ccc(=O)[nH]c2)cc1,-8,·,43,-2,18,·,-2,-5,i,-9
O=S(=O)(c1ccc2c(c1)OCCO2)N1CCc2ccccc21,25,4,4,-3,0,24,2,2,i,-9
Cc1ccc(CN(c2ccc(C(=O)NCc3cccnc3)cc2)S(C)(=O)=O)cc1,9,3,4,-1,1,1,-1,-4,i,0
COc1cccc(C2NC(CC(C)C)(C(=O)O)C3C(=O)N(Cc4ccccc4)C(=O)C23)c1O (stereo unspecified),-6,-1,35,-4,15,11,3,3,i,4
CCCC(=O)Nc1ccc(C(=O)O)cc1NC(=O)CCC,2,3,-8,0,-4,14,9,1,i,-29
O=C(Nc1ccc(C(F)(F)F)cc1)c1cnc(N2CCN(c3ccccn3)CC2)c2ccccc12,-6,0,-8,-1,-1,26,-1,-4,i,-17
C=CCC1(CC=C)CCCN1C(=O)c1cc(COc2cccc(OC)c2)on1,10,0,-8,-1,-2,13,7,4,i,12
COc1ccc(NC(=O)CCS(=O)(=O)c2ccc3nc(C)sc3c2)cc1OC,10,1,-7,-1,-7,46,-5,-3,i,-7
Cc1ccc(OCC(=O)N2N=C(c3ccncc3)CC2(O)C(F)(F)F)cc1C (stereo unspecified),0,2,7,-3,1,9,1,-1,i,-8
NS(=O)(=O)c1ccc(CCNC(=O)c2cc([N+](=O)[O-])ccc2N2CCCCC2)cc1,2,-2,-10,-4,-3,11,1,-2,·,-20
Cc1cccc(C)c1NC(=O)C1CSC2(C)CCC(=O)N12 (stereo unspecified),-3,-2,-11,-3,-2,4,·,·,i,·
Cc1cccc(C)c1NC(=O)CCCSc1nnc(-c2ccco2)o1,-1,-4,-16,3,-6,15,1,1,i,13
Cc1ccc(CNC(=O)C2CC(c3ccccc3F)=NO2)cc1 (stereo unspecified),-7,0,-19,0,-5,13,·,·,i,·
COc1cccc(NC(=O)Nc2ccc3c(c2)nnn3C)c1,·,·,·,-1,·,·,-2,2,·,-61
O=C(NNS(=O)(=O)c1ccccc1)c1cccc(F)c1,13,-1,-15,-1,-5,15,0,0,i,-27
O=C(c1cc(-c2cccc(Cl)c2)nc2ccccc12)N1CCN(c2ccccn2)CC1,-25,-1,19,-1,0,14,1,-2,i,-15
CC(=O)NC1=NN(C(C)=O)C2(S1)C(=O)N(C(C)=O)c1ccc(C)cc12 (stereo unspecified),6,-4,-11,-2,-1,8,-2,-5,i,-3
O=C(Oc1ccc(-c2nnco2)cc1)c1ccc(F)c(S(=O)(=O)N2CCOCC2)c1,-9,0,12,2,3,5,·,·,i,·

# (further entries)
Structure,aSyn 5UTR inh,GSK3B inh,HSF-1 act,GSK3 alpha inh,HSF1 inh,AI-2 QS mod,HSP90 refold inh,IEC-6 cytotox,PolyA inhibitor,KLF5 inh
Cc1ccc(NCCC(=O)c2cccs2)cc1,-164,3,13,0,17,-39,7,1,i,-82
Cc1ccc(-c2nnn(CC(=O)N(CCO)C(C(=O)NC3CCCCC3)c3ccncc3)n2)o1 (stereo unspecified),-3,2,-12,-5,-16,13,7,2,i,2
C=CCn1c(Cc2cccs2)nnc1SCC(=O)NC1CC1,5,0,-10,-1,-7,24,-3,-13,i,-18
O=S(=O)(NCC1CCCO1)c1cccc(S(=O)(=O)N2CCCC2)c1 (stereo unspecified),-3,3,5,-1,-6,-6,1,0,i,2
NC(=O)CNc1ncc(C(F)(F)F)cc1Cl,26,2,2,-3,-3,24,1,-1,i,4
Cc1nnsc1C(=O)NC(C)C12CC3CC(CC(C3)C1)C2 (stereo unspecified),19,2,3,-4,2,27,-3,1,i,-31
Cc1ccc(/C=N/NC(=O)c2nnn(-c3nonc3N)c2CNc2ccccc2)cc1,-8,-1,5,1,3,8,-1,-3,i,-20
O=C(NC1CCCCC1)N1CCCC(c2nc(-c3cccs3)no2)C1 (stereo unspecified),10,6,6,1,0,-1,6,1,i,27
Cc1ccccc1CN1CCNC(=O)C1CC(=O)NC1CCCCCCC1 (stereo unspecified),9,1,3,-1,4,23,-2,-4,i,-20
O=C(O)c1ccc(N2CCCCS2(=O)=O)cc1,-23,-2,8,-2,-2,21,-3,3,i,3
N#CC(C#N)=CC1=C2OC(c3ccccc3)=CC(c3ccccc3)=C2CCC1,22,-1,-16,2,-1,11,-2,-2,i,-16
CN(C)CCNC(=S)Nc1cccc(Cl)c1,17,1,-6,-1,-10,-1,-5,-4,i,-22
COc1ccc2[nH]c(C)c(CCN3C(=O)C4C5C=CC(C5)C4C3=O)c2c1 (stereo unspecified),10,-1,25,·,2,13,0,4,i,-4
O=C(Nc1cccc(O)c1)C(=O)Nc1ccccn1,34,-9,46,8,29,4,37*,1,i,-82
Cc1c(Cc2ccc3c(c2)OCO3)sc(NC(=O)C(C)(C)C)c1C#N,-12,2,-25,0,-2,27,0,5,i,-4
O=C(NC1CCCN(Cc2ccc(Cl)cc2)C1)c1cccc(N2CCCC2=O)c1 (stereo unspecified),12,0,-5,-2,5,18,6,3,i,26

# From PubChem BioAssay
